rCAG RNA binder: binds r(CAG) RNA repeats; r(CAG) RNA repeat, TO-PRO-1 dye displacement fluorescence; inhibition, % at 3 µM; hit rate 1.3% among 370,000; AID 651821;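 active means inhibition above the plate cutoff, the mean of all test compounds on that plate plus 3 SD, cut at about 35% in these data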;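 further: 0% = DMSO alone and 100% = 100 µM mitoxantrone as full dye displacement; higher means more dye released from RNA so lower well fluorescence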
PRMT1 inh: PRMT1 (human) inhibition, primary screen | Q99873 | recombinant PRMT1, activity-based probe fluorescence polarization | inhibition, % at 2.79 µM | hit rate 1.3% among 370,000;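 active means inhibition above about 21% made by adding two undisclosed values, limit read from the data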
TCR CD3 inh: inhibitors of human TCR-CD3 interaction; AID 651800; TAMRA-labeled TCR probe fluorescence, biochemical; hit rate 0.37% among 360,000; inhibition, % at 9.4 µM; in the data active means inhibition above about 19%;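 further: recombinant mutant TCR 2C K166C tagged with TAMRA read by polarization; 0% = receptor in buffer alone and 100% = receptor with positive control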
Rev-erbA mod: modulates human Rev-erb alpha binding to DNA. Rev-erbα–FITC-DNA binding, fluorescence polarization, 90 min. activity, % at 10 µM. hit rate 0.79% among 370,000. AID 1259318;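 active means activity above about 14%, limit read from the data; passing the limit was not always enough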;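 further: 0% = DMSO wells with 35 nM protein and 100% = DMSO wells with 750 nM protein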
TDP2 inh: TDP2 (human) inhibition, absorbance primary screen. O95551. recombinant TDP2, T5PNP hydrolysis, p-nitrophenol absorbance 415 nm. inhibition, % at 12.8 µM. hit rate 0.34% among 370,000. AID 720702;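 active means inhibition above the mean of all tested compounds plus 3 SD, set per campaign, cut at about 25% in these data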;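 further: 0% = DMSO with enzyme and 100% = buffer with substrate but no TDP2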
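System – recombinant human TDP2 · Quantity – TDP2 enzyme at 120 nM final · Doses – single concentration, 12.8 µM nominal, with 1% DMSO · Incubation – 2 h at 37 °C · Measured by – epi absorbance of p-nitrophenol freed from T5PNP by hydrolysis · Read-out – % inhibition relative to enzyme-containing and enzyme-free wells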
LEDGF integ inh: blocks HIV-1 LEDGF/p75-dependent DNA integration. TR-FRET IN-LEDGF/p75 DNA integration, Eu/Cy5. inhibition, % at 3.7 µM. hit rate 0.64% among 370,000. AID 743269;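 active means inhibition above the screen-wide mean plus 3 SD, cut at about 13% in these data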;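 further: signal is the Cy5 over europium emission ratio at 671 and 618 nm; 0% = plate median of compound wells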
HTRA1 inh: HTRA1 (human) protease inhibition; Q92743; recombinant HTRA1, FP-rhodamine activity-based probe, fluorescence polarization; inhibition, % at 5.96 µM; hit rate 0.5% among 340,000; AID 504803; in the data active means inhibition above about 36%;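 further: 0% = enzyme with DMSO and 100% = wells lacking enzyme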
SIAE primary: human SIAE inhibition, primary screen | Q9HAT2 | SIAE FP-Rh probe binding, fluorescence polarization | inhibition, % at 9.66 µM | hit rate 0.69% among 370,000 | AID 1053197;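 active means inhibition above a cutoff: mean of compounds within the control limits plus 3 SD of those, cut at about 17% in these data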;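 further: 0% = plate median of compound wells and 100% = probe without SIAE protein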
Target sequence (Q9HAT2 whole entry, looked up): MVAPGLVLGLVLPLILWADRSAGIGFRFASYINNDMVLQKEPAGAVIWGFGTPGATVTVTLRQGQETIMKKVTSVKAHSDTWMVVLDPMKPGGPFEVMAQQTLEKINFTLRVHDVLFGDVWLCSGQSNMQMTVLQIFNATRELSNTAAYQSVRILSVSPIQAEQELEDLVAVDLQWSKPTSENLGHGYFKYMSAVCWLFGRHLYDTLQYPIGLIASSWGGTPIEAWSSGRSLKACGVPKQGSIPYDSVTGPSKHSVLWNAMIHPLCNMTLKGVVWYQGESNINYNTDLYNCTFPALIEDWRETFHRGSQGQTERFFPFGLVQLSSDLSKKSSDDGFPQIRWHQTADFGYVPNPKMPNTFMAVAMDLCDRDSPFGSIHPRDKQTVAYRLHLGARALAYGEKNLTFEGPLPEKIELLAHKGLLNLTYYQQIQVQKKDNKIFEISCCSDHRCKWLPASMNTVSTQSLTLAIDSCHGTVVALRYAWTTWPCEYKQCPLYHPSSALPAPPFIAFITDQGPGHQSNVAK
mABHD4 FP: inhibits mouse alpha/beta hydrolase domain 4; purified mABHD4, FP-Rh probe fluorescence polarization; hit rate 0.54% among 370,000; inhibition, % at 8.92 µM;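 active means inhibition exceeding the mean over every tested compound plus 3 SD, cut at about 30% in these data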;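 further: 0% = plate median of compound wells and 100% = S159A mutant with DMSO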
Target sequence (Q8VD66 whole entry, looked up, the tested form may be a part): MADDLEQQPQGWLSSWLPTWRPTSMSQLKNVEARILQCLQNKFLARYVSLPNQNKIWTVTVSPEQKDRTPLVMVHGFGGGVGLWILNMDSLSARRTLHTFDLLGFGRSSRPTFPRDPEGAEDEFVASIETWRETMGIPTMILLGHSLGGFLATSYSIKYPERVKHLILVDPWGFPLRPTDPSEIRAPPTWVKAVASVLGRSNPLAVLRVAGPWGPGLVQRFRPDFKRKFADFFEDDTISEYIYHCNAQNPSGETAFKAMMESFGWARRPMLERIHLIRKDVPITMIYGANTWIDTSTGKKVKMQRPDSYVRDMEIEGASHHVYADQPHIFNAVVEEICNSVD
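Material: mouse ABHD4 enzyme, wild type; Benchmarks: S159A mutant high control, sample median low control; Buffer or medium: HEPES pH 7.0, NaCl, Pluronic buffer; Signal: fluorescence polarization; Read-out: percent inhibition of probe binding, normalized to plate controls; Timing: pre-incubation 45 min, probe exposure 60 min, at 25 °C; Dosing: 8.92 µM, single dose.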
PG9 binder: small molecules binding HIV-1 gp120 antibody PG9. hit rate 0.43% among 360,000. TR-FRET gp120-PG9 antibody binding. inhibition, % at 6.7 µM; in the data active means inhibition above about 8.5%
Numbers without * were called inactive; nt = not tested or not shown.

SMILES	rCAG RNA binder	PRMT1 inh	TCR CD3 inh	Rev-erbA mod	TDP2 inh	LEDGF integ inh	HTRA1 inh	SIAE primary	mABHD4 FP	PG9 binder
CC(NNC(=S)N1CCCCCC1)c1ccc2ccccc2n1 (stereo not given)	1	-2	-3	1	-9	1	nt	4	-7	0.0
O=C(CCc1ccccc1)NNC(=O)Nc1ccc(Br)cc1	0	-3	-1	-3	9	-1	1	-5	-2	-2.7
O=C(CCc1ccc(F)c(F)c1)NC1CCCN(Cc2ccc(Cl)cc2)C1 (stereo not given)	-7	3	-5	3	-8	-4	7	3	1	-1.0
O=C(COC(=O)CC1CC2CCC1C2)Nc1c(F)cccc1F (stereo not given)	-4	0	3	9	4	2	-2	-2	-2	-1.1
NS(=O)(=O)c1ccc(CNS(=O)(=O)c2ccc3c(c2)OCCO3)cc1	1	-1	-4	2	6	-1	5	-4	3	1.5
CC(=O)N1CCN(S(=O)(=O)c2cccc(C(=O)NNC(=O)Cn3ccc(C(F)(F)F)n3)c2)CC1	2	-4	5	0	10	-1	2	6	3	-0.3
NNc1nc2ccccc2c(=O)n1Cc1ccccc1	-2	1	-11	2	7	1	-2	14	-3	-1.5
COc1ccc2c([N+](=O)[O-])c(Cl)[nH]c2c1	-2	12	12	-16	21	8	5	8	10	1.9
CC(=O)C(C(c1ccccc1)N1CCCc2ccccc21)N1CCOCC1 (stereo not given)	0	6	7	-2	-7	-2	7	4	5	-1.0
Cc1csc(NC(=O)CSCc2c(C)noc2C)n1	0	4	-1	2	3	0	-2	5	6	1.9
COc1ccc(NC(=O)CSc2nncc(=O)n2N)cc1OC	1	11	2	-2	13	-4	0	-3	0	-1.0
O=C(O)C(Cc1ccccc1)N1C(=O)C=CC1=O (stereo not given)	-1	52*	-2	9	7	0	2	-8	6	-1.6
CSc1ccccc1NC(=O)CSCc1ccccc1Br	0	1	1	10	-4	4	-23	-6	-14	-0.6
Nc1c(C(=O)NCc2ccco2)nnn1-c1ccccc1	1	0	2	-2	-7	-1	-5	1	-1	-2.5
COC(=O)CCNC(=O)Cc1ccc(S(=O)(=O)N2CCCCC2)s1	12	1	-8	2	5	-1	-11	-4	9	0.7
CCCCc1nc2cc(C(=O)N3CCNC(=O)C3CC(=O)OC)ccc2o1 (stereo not given)	-7	-3	3	3	-10	0	-1	0	-3	-0.6
CNC(=O)c1c(O)c2cccc3c2n(c1=O)CCC3	4	3	6	2	7	-1	-5	-4	-2	2.1
CC1(C)C(=O)Nc2ccccc2N1C(=O)COC(=O)C1CCCCC1	-4	-1	10	-2	-8	-4	-7	2	3	-2.0
CCOC(=O)CSc1[nH]c2cc(OC)ccc2c1[N+](=O)[O-]	-1	10	-5	-3	-19	-1	1	0	-6	-1.8
COC(=O)c1nn(Cc2ccccc2)c(=O)c2ccccc12	-3	-1	4	-2	0	-3	-5	6	2	-2.5
COc1ccc(S(N)(=O)=O)cc1C(=O)OCC(=O)N1c2ccccc2NC(=O)C1(C)C	7	-1	-1	-2	1	5	1	-1	6	-0.9
CC1=C(C)CC(C(=O)NCc2cccc(Cl)c2)C(C(=O)O)C1 (stereo not given)	7	1	2	14	2	0	10	-8	-4	-1.2
COc1c2ccoc2c(OC(C)=O)c2oc(C)cc(=O)c12	-3	4	0	4	-10	-6	0	9	-2	-1.1
CC(=O)n1c(-c2ccccc2)c(-c2ccccc2)n(C)c1=O	-7	-3	-10	0	-11	2	1	3	-4	-1.6
O=C(NN=C1CCCCCCCCCCC1)c1ccncc1	-6	2	0	1	-8	-7	3	-3	-4	-2.2
COCCNC(=O)COc1ccccc1Cl	-1	-2	-10	5	0	-11	3	5	1	-2.1
CCOc1ccc(CSC(CC(=O)O)C(=O)O)cc1 (stereo not given)	3	2	6	2	1	-3	3	-5	6	-0.1
COc1ccc(Cl)cc1Nc1nc(-c2sc(NC(=O)CC(C)C)nc2C)cs1	36*	2	-8	-5	8	1	10	5	20	-0.8
O=C(CN1C(=O)C2CCCCC2C1=O)Nc1ccccc1C(=O)O (stereo not given)	2	1	1	3	-5	2	-3	5	0	-3.1
CCC/C=N/NC(=O)C1COc2ccccc2O1 (stereo not given)	-3	-6	-4	-1	-1	3	-6	1	0	0.6

One compound at a time, as listed above. Order of values: rCAG RNA binder, PRMT1 inh, TCR CD3 inh, Rev-erbA mod, TDP2 inh, LEDGF integ inh, HTRA1 inh, SIAE primary, mABHD4 FP, PG9 binder
CC(=O)N1CCN(S(=O)(=O)c2cccc(C(=O)NNC(=O)Cn3ccc(C(F)(F)F)n3)c2)CC1 as listed: 2, -4, 5, 0, 10, -1, 2, 6, 3, -0.3
CSc1ccccc1NC(=O)CSCc1ccccc1Br as listed: 0, 1, 1, 10, -4, 4, -23, -6, -14, -0.6
O=C(NN=C1CCCCCCCCCCC1)c1ccncc1 as listed: -6, 2, 0, 1, -8, -7, 3, -3, -4, -2.2
O=C(COC(=O)CC1CC2CCC1C2)Nc1c(F)cccc1F (stereo not given) as listed: -4, 0, 3, 9, 4, 2, -2, -2, -2, -1.1
Nc1c(C(=O)NCc2ccco2)nnn1-c1ccccc1 as listed: 1, 0, 2, -2, -7, -1, -5, 1, -1, -2.5

Returning to the listing, repeating the four entries before the break.
SMILES	rCAG RNA binder	PRMT1 inh	TCR CD3 inh	Rev-erbA mod	TDP2 inh	LEDGF integ inh	HTRA1 inh	SIAE primary	mABHD4 FP	PG9 binder
CCOc1ccc(CSC(CC(=O)O)C(=O)O)cc1 (stereo not given)	3	2	6	2	1	-3	3	-5	6	-0.1
COc1ccc(Cl)cc1Nc1nc(-c2sc(NC(=O)CC(C)C)nc2C)cs1	36*	2	-8	-5	8	1	10	5	20	-0.8
O=C(CN1C(=O)C2CCCCC2C1=O)Nc1ccccc1C(=O)O (stereo not given)	2	1	1	3	-5	2	-3	5	0	-3.1
CCC/C=N/NC(=O)C1COc2ccccc2O1 (stereo not given)	-3	-6	-4	-1	-1	3	-6	1	0	0.6
O=C(NCCc1ccccc1)C(=O)NCC1CCCN1S(=O)(=O)c1cccs1 (stereo not given)	3	-6	-1	-6	-14	2	-3	-8	4	-3.0
CC(C)(C)NC[C@@H](O)COc1cccc2c1CCCC2=O	3	-1	-6	-2	3	0	-1	-1	-8	1.1
Cc1ccc(NP(=O)(Nc2ccc(C)cc2)Nc2ccc(C)cc2)cc1	-1	4	-2	-4	-4	-1	-54	-7	-3	0.4
CCCN(c1nc(C)cc(OC)n1)S(=O)(=O)c1ccccc1	-4	0	-4	4	-1	-1	-6	3	-7	-0.5
COc1ccc(/C=N/Nc2nc(C(=O)O)cs2)cc1	18	7	12	-3	4	8	20	2	17	-0.6
COc1ccc(-c2noc(CCC(=O)NCCN(C)Cc3ccccc3)n2)cc1	-8	0	0	-2	-1	-1	2	-2	-2	0.0
COc1ccc(-n2c(C)cc(/C=C3\SC(=O)NC3=O)c2C)cc1	20	1	2	-5	-8	0	-8	5	2	-0.1
CC(=O)N1CCN(C(=S)Nc2cc(S(=O)(=O)N3CCOCC3)ccc2Cl)CC1	-3	1	-1	-1	3	4	-1	4	0	-1.5
Cc1nc2ccc([N+](=O)[O-])cc2c(=O)n1Cc1ccc([N+](=O)[O-])cc1	3	3	-2	-6	7	4	-3	2	-5	-3.3
Cc1ccc(Nc2nnc(SCC(O)=C(C#N)c3nc4ccccc4[nH]3)s2)c(C)c1	57*	3	3	3	3	3	12	-2	11	-0.3
COc1cc2nc(CN(C)Cc3ccc(OC)c(OC)c3OC)[nH]c(=O)c2cc1OC	-6	3	-6	-2	-7	-4	-3	5	-2	0.3
COc1ccc(N(CC(=O)NC2CCCC2)C(=O)Cn2nnc(-c3ccc(OC)c(OC)c3)n2)c(OC)c1	-5	2	-2	0	13	3	-2	-1	-2	-0.1
CC(=O)Nc1ccc(SCC(=O)OCC(=O)NC(=O)NCCC(C)C)cc1	-5	-1	0	-4	11	1	-2	-5	-2	0.1
O=C(CSc1ccccc1)Nc1cc(Cl)ccc1Oc1ccccc1	-1	2	0	2	-1	1	-17	0	-6	-3.4
COc1ccc2c(c1)-c1nc(N)sc1CC2	3	6	3	-1	-4	-4	7	3	10	-2.5
CCn1c(CSc2nnc(-c3ccc4c(c3)OCO4)o2)nc2cc(S(=O)(=O)N(C)C)ccc21	2	0	12	3	-7	1	0	-6	9	-0.5
COc1ccc(Nc2nc(-c3ccccc3)nc3ccccc23)cc1S(=O)(=O)N1CCOCC1	33	0	-4	-1	10	-3	-32	-101	-2	0.4
CCn1c(C(=O)N2CCC(C(=O)NCc3ccc4c(c3)OCO4)CC2)cc2sccc21	4	4	9	-2	7	0	-9	3	-2	-1.2
Cc1nc(NC(=O)CCN2C(=O)C3CC=CCC3C2=O)sc1C (stereo not given)	-1	2	-5	3	-2	-3	0	1	10	-1.3
COc1ccc(NC(=O)c2cc(-c3cc(F)ccc3OCC3CCCO3)n[nH]2)c(C)c1 (stereo not given)	0	-2	-1	-7	0	1	nt	-10	-10	-3.3
COc1cc(OC)nc(Oc2ccc(NC(C)=O)cc2)n1	1	1	7	1	2	-2	-1	-1	-2	1.2
COc1cccc(Cn2cc(C(=O)NCCN(C)C)nn2)c1	-4	-2	12	-3	-1	-2	3	7	2	-1.2
CC(C(=O)O)n1cc(C#N)c(=O)[nH]c1=O (stereo not given)	4	2	0	-3	3	-1	3	0	2	0.3
COc1ccc(C(=O)Cn2c(C(=O)/C=C/c3ccccc3)nc3ccccc32)cc1	5	-2	5	5	2	-4	-11	-8	-3	-2.5
CCCn1c(SC(C)C(=O)NCC2CCCO2)nc2sc(CC)cc2c1=O (stereo not given)	-5	-1	-8	4	-1	1	1	7	-4	-0.7
Cc1nc(Nc2ccc3c(c2)OCCO3)c2oc3ccccc3c2n1	-3	0	-6	8	10	3	2	-3	-5	-1.5

The list is partial. The share of hits here may be higher or lower than overall.
